sPLA2-III inh = human group III sPLA2 inhibitors, primary screen, biochemical, QFRET, BODIPY PC-A2 liposome substrate. Group 3 secretory phospholipase A2 (Homo sapiens), Q9NZ20. QFRET BODIPY PC-A2 liposome hydrolysis, fluorescence. inhibition, % at 12.2 µM. hit rate 0.56% among 370,000. AID 743126, 2013;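 active means inhibition above mean plus 3 SD of compounds lying within the high and low control bounds, cut at about 19% in these data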;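 further: 0% = median of test compound wells and 100% = no enzyme DMSO wells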
Rev-erbA mod = modulators of Rev-erb alpha DNA binding, primary screen, biochemical, FITC-DNA, fluorescence polarization, uHTS; Rev-erbα–FITC-DNA binding, 90 min; activity, % at 10 µM; hit rate 0.79% among 370,000; AID 1259318, 2017;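 active means activity above about 14%, limit read from the data; passing the limit was not always enough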;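 further: 0% = DMSO wells with 35 nM protein and 100% = DMSO wells with 750 nM protein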
PLCg1 inh = PLC-gamma1 enzyme inhibitors, primary screen, biochemical, fluorescence, purified enzyme. AID 720700, 2013. fluorogenic substrate. hit rate 0.84% among 370,000. inhibition, % at 12.2 µM; in the data active means inhibition above about 9.5%
UHRF1 MBD2 ctr = UHRF1 methylated DNA binding inhibitors, primary screen, counter-screen for MBD2 inhibitor project, biochemical, TR-FRET, human UHRF1, single concentration; UHRF1 binding to methylated oligo; E3 ubiquitin-protein ligase UHRF1 (Homo sapiens), Q96T88; AID 687016, 2013; inhibition, % at 4.4 µM; hit rate 0.75% among 370,000; in the data active means inhibition above about 21%;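 further: UHRF1 SRA domain binding a hemimethylated CpG hairpin DNA probe; 0% = median of test compound wells and 100% = reference inhibitor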
ARFGAP1 inh = inhibitors of rat ARFGAP1 GAP activity, primary screen, biochemical, fluorescence polarization, GDP tracer. AID 651572, 2012. hit rate 0.26% among 360,000. ADP-ribosylation factor GTPase-activating protein 1 (Rattus norvegicus), Q62848. Arfgap1-stimulated ARF1 GTP hydrolysis, GDP FP detection. inhibition, % at 16.5 µM;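 active means inhibition above a per-plate limit, mean inhibition of low control wells plus 3 SD, cut at about 25% in these data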;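 further: 0% = DMSO wells with enzyme and 100% = wells lacking Arfgap1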
Target sequence (Q62848 1-136 limits assumed): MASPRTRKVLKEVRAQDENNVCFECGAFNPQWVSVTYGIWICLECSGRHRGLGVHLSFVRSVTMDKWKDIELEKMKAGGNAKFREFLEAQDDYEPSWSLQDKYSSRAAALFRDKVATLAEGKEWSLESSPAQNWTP
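Material: rat Arfgap1 catalytic domain, aa 1-136; also added: human ARF1(Δ1-17)-GTP substrate; compound dosing: one concentration, 16.5 µM, DMSO 1.26%; incubation: GTP hydrolysis reaction 2 h at 25 °C; measured by: Tracer-displacement fluorescence polarization with EDTA stop, 620/688 nm; evaluation: % inhibition from polarization; repeats: one replicate per compound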
ASAP1 inh = inhibitors of human ASAP1 ArfGAP activity, primary screen, biochemical, fluorescence polarization | ASAP1-stimulated ARF1 GTP hydrolysis, GDP FP detection | inhibition, % at 16.5 µM | hit rate 0.19% among 360,000 | AID 624377, 2012 | Arf-GAP with SH3 domain, ANK repeat and PH domain-containing protein 1 (Homo sapiens), …; in the data active means inhibition above about 25%;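 further: 0% = vehicle with enzyme and substrate and 100% = no enzyme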
Target sequence (Q9ULH1 325-724 limits assumed): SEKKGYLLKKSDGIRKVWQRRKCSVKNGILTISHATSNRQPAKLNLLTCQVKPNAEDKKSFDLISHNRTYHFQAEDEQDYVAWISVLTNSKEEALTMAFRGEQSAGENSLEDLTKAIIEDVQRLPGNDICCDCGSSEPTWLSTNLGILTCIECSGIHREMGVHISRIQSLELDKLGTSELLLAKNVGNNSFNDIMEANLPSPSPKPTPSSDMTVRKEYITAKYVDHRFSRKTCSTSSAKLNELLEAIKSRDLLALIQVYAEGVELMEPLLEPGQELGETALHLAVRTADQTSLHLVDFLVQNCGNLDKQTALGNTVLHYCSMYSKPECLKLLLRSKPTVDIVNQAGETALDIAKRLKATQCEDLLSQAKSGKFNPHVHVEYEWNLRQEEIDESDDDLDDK
proKLK7 act = proKLK7 zymogen activators, primary screen, biochemical, fluorescence intensity; hit rate 0.9% among 370,000; Kallikrein-7 (Homo sapiens), P49862; activation, % at 7 µM; purified proKLK7, EDANS-DABCYL substrate fluorescence; 100% is mature enzyme control, 0% vehicle;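 active means activation above the mean of all tested compounds plus 3 SD, computed per campaign excluding outliers beyond control limits, cut at about 13% in these data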
PLCb3 inh = human PLC-beta3 inhibitors, primary screen, biochemical, fluorescence | 1-phosphatidylinositol 4,5-bisphosphate phosphodiesterase beta-3 (Homo sapiens), Q01970 | hit rate 0.18% among 370,000 | Purified PLC-beta3, fluorogenic substrate | AID 720704, 2013 | inhibition, % at 12.2 µM; in the data active means inhibition above about 11%;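 further: 0% = median of compound wells on plate and 100% = full blocker control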
DDE Tn7 FP inh = inhibitors of Tn7 peptide binding to fibrin DD(E), primary screen, biochemical, fluorescence polarization, human fibrin, Tn7 probe. hit rate 0.13% among 370,000. FP displacement of FITC-Tn7 peptide from fibrin DD(E); 0% = median of compound wells per plate. inhibition, % at 8.3 µM. Fibrinogen beta chain (Homo sapiens), P02675. AID 720508, 2013;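 active means inhibition above the mean of compounds falling within the control limits plus 3 SD of them, cut at about 14% in these data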;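 further: 0% = plate median of compound wells and 100% = 10 µM Aha-Tn7 peptide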
Target sequence (P02675 whole entry, looked up): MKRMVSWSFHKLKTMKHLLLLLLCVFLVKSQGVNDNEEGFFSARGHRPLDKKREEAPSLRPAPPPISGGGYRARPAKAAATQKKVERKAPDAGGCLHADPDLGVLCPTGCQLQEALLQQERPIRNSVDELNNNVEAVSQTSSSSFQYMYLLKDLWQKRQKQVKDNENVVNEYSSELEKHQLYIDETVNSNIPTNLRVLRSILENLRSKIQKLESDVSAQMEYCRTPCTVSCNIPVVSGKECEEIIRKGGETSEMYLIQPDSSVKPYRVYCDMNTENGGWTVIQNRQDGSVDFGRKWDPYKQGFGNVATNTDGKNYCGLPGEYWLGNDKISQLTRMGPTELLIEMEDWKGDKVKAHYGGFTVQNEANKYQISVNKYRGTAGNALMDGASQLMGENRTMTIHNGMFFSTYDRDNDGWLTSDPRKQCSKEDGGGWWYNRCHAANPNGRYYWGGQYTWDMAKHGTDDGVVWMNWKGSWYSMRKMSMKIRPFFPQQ
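Assay system: Human clot-derived fibrin DD(E) complex | Buffer or medium: Tris/NaCl/CaCl2 buffer, pH 7.8 | Repeats: One replicate per compound | Benchmarks: Aha-Tn7 high control | Measure: % inhibition scaled between sample-field median and high-control FP | Schedule: 10 min plus 3 h, room temperature | Signal: Fluorescence polarization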
DDE Tn6 FP inh = inhibitors of Tn6 peptide binding to fibrin DD(E), primary screen, biochemical, fluorescence polarization, human fibrin, Tn6 probe | hit rate 0.21% among 370,000 | AID 720509, 2013 | Fibrinogen beta chain (Homo sapiens), P02675 | inhibition, % at 8.3 µM | Fibrin DD(E) TRITC-Tn6 fluorescence polarization displacement;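 active means inhibition above a per-campaign cutoff: mean of compounds within control limits plus 3 SD, cut at about 15% in these data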;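 further: 0% = median of all compound wells on the plate and 100% = blocking peptide control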
The depositor's hits bear a star. Not a hit list; any-hit rate near 4.5%.

For O=C(NNc1cccc(Cl)n1)Nc1ccccc1F the results were sPLA2-III inh 1, Rev-erbA mod -1, PLCg1 inh 1, UHRF1 MBD2 ctr 1, ARFGAP1 inh -7, ASAP1 inh 4, proKLK7 act -0.5, PLCb3 inh 2, DDE Tn7 FP inh 3 and DDE Tn6 FP inh 10.
`COc1cccc(NC(=O)CSc2nc3ccccc3c(=O)n2Cc2cccs2)c1` gave sPLA2-III inh -9, Rev-erbA mod -1, PLCg1 inh 3, UHRF1 MBD2 ctr 0, ARFGAP1 inh -4, ASAP1 inh 6, proKLK7 act 0.3, PLCb3 inh 6, DDE Tn7 FP inh -6 and DDE Tn6 FP inh -1.
Screening Cc1ccc(C(CC(=O)N2CCCC2)c2ccccc2)c(O)c1 (configuration not stated) returned sPLA2-III inh -3, Rev-erbA mod 0, PLCg1 inh 1, UHRF1 MBD2 ctr 5, ARFGAP1 inh -2, ASAP1 inh -3, proKLK7 act -0.3, PLCb3 inh -3, DDE Tn7 FP inh 5 and DDE Tn6 FP inh 4.
For Cc1cccn2c(=O)c(C=C(C#N)C#N)c(N3CCN(C)CC3)nc12 the results were sPLA2-III inh -1, Rev-erbA mod -2, PLCg1 inh -67, UHRF1 MBD2 ctr -6, ARFGAP1 inh 12, ASAP1 inh 17, proKLK7 act 3.1, PLCb3 inh -87, DDE Tn7 FP inh -1 and DDE Tn6 FP inh -7.
`c1ccc(-c2nnc(CN3CCN(c4ccccc4)CC3)o2)cc1` gave sPLA2-III inh 0, Rev-erbA mod 2, PLCg1 inh -1, UHRF1 MBD2 ctr 0, ARFGAP1 inh 8, ASAP1 inh 7, proKLK7 act -0.1, PLCb3 inh -1, DDE Tn7 FP inh 3 and DDE Tn6 FP inh 4.
CCc1cc2c(NC(Cc3ccccc3)C(=O)O)nc(C)nc2s1 (configuration not stated) was read as sPLA2-III inh -8, Rev-erbA mod 1, PLCg1 inh -1, UHRF1 MBD2 ctr -4, ARFGAP1 inh -17, ASAP1 inh -2, proKLK7 act -0.2, PLCb3 inh -9, DDE Tn7 FP inh 4 and DDE Tn6 FP inh 0.
For CN1N=C(C(=O)Nc2ccc3c(c2)CCC3)CCC1=O the results were sPLA2-III inh 3, Rev-erbA mod -4, PLCg1 inh 2, UHRF1 MBD2 ctr 0, ARFGAP1 inh 10, ASAP1 inh 5, proKLK7 act -0.3, PLCb3 inh -2, DDE Tn7 FP inh -6 and DDE Tn6 FP inh 5.
Screening Cc1cc(C)c(C)c(OCCN2CCOCC2)c1 returned sPLA2-III inh 6, Rev-erbA mod 1, PLCg1 inh 4, UHRF1 MBD2 ctr -1, ARFGAP1 inh -9, ASAP1 inh -7, proKLK7 act -0.2, PLCb3 inh -2, DDE Tn7 FP inh -4 and DDE Tn6 FP inh 6.
COc1cccc(NC(=S)NCc2ccccn2)c1 was read as sPLA2-III inh 9, Rev-erbA mod 5, PLCg1 inh -3, UHRF1 MBD2 ctr -2, ARFGAP1 inh -6, ASAP1 inh 7, proKLK7 act -0.4, PLCb3 inh -5, DDE Tn7 FP inh 8 and DDE Tn6 FP inh 2.
CCOCCCNC(=O)CCC(=O)NNc1nc2ccccc2c2nc(C)nn12 was read as sPLA2-III inh -4, Rev-erbA mod -2, PLCg1 inh 3, UHRF1 MBD2 ctr 4, ARFGAP1 inh -6, ASAP1 inh -5, proKLK7 act 0.1, PLCb3 inh 2, DDE Tn7 FP inh 0 and DDE Tn6 FP inh -6.
`O=C(CSc1nnc(-c2ccccc2)n1-c1ccc(Cl)cc1)Nc1ccccc1-c1ccccc1` gave sPLA2-III inh 8, Rev-erbA mod 2, PLCg1 inh 9, UHRF1 MBD2 ctr 1, proKLK7 act 1.0, PLCb3 inh 3, DDE Tn7 FP inh -9 and DDE Tn6 FP inh -10.
CC(=O)N1CCc2cc(Br)cc(S(=O)(=O)N3CCN(C(=O)c4ccco4)CC3)c21 was read as sPLA2-III inh 5, Rev-erbA mod -1, PLCg1 inh -2, UHRF1 MBD2 ctr -3, ARFGAP1 inh 11, ASAP1 inh 1, proKLK7 act 0.0, PLCb3 inh 0, DDE Tn7 FP inh -1 and DDE Tn6 FP inh 5.
Screening CC(=O)COc1cccc2ccc(/C=C/c3ccc(Br)s3)nc12 returned sPLA2-III inh -3, Rev-erbA mod 3, PLCg1 inh -334, UHRF1 MBD2 ctr -1, ARFGAP1 inh 16, ASAP1 inh 7, proKLK7 act -5.4, PLCb3 inh -430, DDE Tn7 FP inh 2 and DDE Tn6 FP inh -9.
CC(C)[C@H](NC(=O)c1ccc(Cl)cc1Cl)C(=O)N1CCC[C@H]1C(=O)NCCc1ccccc1Cl was read as sPLA2-III inh -4, Rev-erbA mod 6, PLCg1 inh -1, UHRF1 MBD2 ctr 1, ARFGAP1 inh 13, ASAP1 inh -5, proKLK7 act 0.2, PLCb3 inh 3, DDE Tn7 FP inh -1 and DDE Tn6 FP inh 9.
Screening COc1ccc(OC)c2c(C)cc(N3CCCCCC3)nc12 returned sPLA2-III inh -3, Rev-erbA mod 2, PLCg1 inh -105, UHRF1 MBD2 ctr -6, ARFGAP1 inh -4, ASAP1 inh 16, proKLK7 act -3.8, PLCb3 inh -129, DDE Tn7 FP inh 1 and DDE Tn6 FP inh 2.

Brought forward from above: 2 compounds; new compounds follow.
CC(C)[C@H](NC(=O)c1ccc(Cl)cc1Cl)C(=O)N1CCC[C@H]1C(=O)NCCc1ccccc1Cl was read as sPLA2-III inh -4, Rev-erbA mod 6, PLCg1 inh -1, UHRF1 MBD2 ctr 1, ARFGAP1 inh 13, ASAP1 inh -5, proKLK7 act 0.2, PLCb3 inh 3, DDE Tn7 FP inh -1 and DDE Tn6 FP inh 9.
Screening COc1ccc(OC)c2c(C)cc(N3CCCCCC3)nc12 returned sPLA2-III inh -3, Rev-erbA mod 2, PLCg1 inh -105, UHRF1 MBD2 ctr -6, ARFGAP1 inh -4, ASAP1 inh 16, proKLK7 act -3.8, PLCb3 inh -129, DDE Tn7 FP inh 1 and DDE Tn6 FP inh 2.
NC(=O)c1nsc(C(=O)N(CC(=O)NC2CCCC2)c2cccc(C(F)(F)F)c2)c1N was read as sPLA2-III inh -1, Rev-erbA mod -4, PLCg1 inh -61, UHRF1 MBD2 ctr -3, ARFGAP1 inh 4, ASAP1 inh -2, proKLK7 act 1.0, PLCb3 inh -71, DDE Tn7 FP inh 11 and DDE Tn6 FP inh 2.
Screening COc1cc(N2Cc3ccccc3C2)ccc1C=O returned sPLA2-III inh 4, Rev-erbA mod 1, PLCg1 inh -7, UHRF1 MBD2 ctr -4, ARFGAP1 inh 7, ASAP1 inh -3, proKLK7 act 0.1, PLCb3 inh -17, DDE Tn7 FP inh 1 and DDE Tn6 FP inh -5.
For CC(=O)NS(=O)(=O)c1ccc(NC(=O)CCC2CCCC2)cc1 the results were sPLA2-III inh 2, Rev-erbA mod 0, PLCg1 inh 4, UHRF1 MBD2 ctr 0, ARFGAP1 inh 9, ASAP1 inh 1, proKLK7 act 0.4, PLCb3 inh 1, DDE Tn7 FP inh -5 and DDE Tn6 FP inh 0.
Screening c1ccc2c(N3CCOCC3)nc(N3CCOCC3)nc2c1 returned sPLA2-III inh 1, Rev-erbA mod 1, PLCg1 inh -232, UHRF1 MBD2 ctr 1, ARFGAP1 inh 3, ASAP1 inh -6, proKLK7 act -3.7, PLCb3 inh -291, DDE Tn7 FP inh 7 and DDE Tn6 FP inh -4.
For O=[N+]([O-])c1ccc(COc2ccc(-c3[nH]ncc3-c3ccccc3)c(O)c2)cc1 the results were sPLA2-III inh -32, Rev-erbA mod 0, PLCg1 inh 1, UHRF1 MBD2 ctr -2, ARFGAP1 inh 20, ASAP1 inh -2, proKLK7 act -0.2, PLCb3 inh 2, DDE Tn7 FP inh 1 and DDE Tn6 FP inh 11.
`COc1ccc(CNC(=O)C(OC(C)=O)c2ccccn2)cc1` (configuration not stated) gave sPLA2-III inh -4, Rev-erbA mod 4, PLCg1 inh 0, UHRF1 MBD2 ctr -3, ARFGAP1 inh -12, ASAP1 inh 9, proKLK7 act -0.1, PLCb3 inh 3, DDE Tn7 FP inh 7 and DDE Tn6 FP inh 1.
`O=C(Nc1ccc(Cl)cc1C(=O)NCc1cccnc1)c1ccc(Cl)cc1Cl` gave sPLA2-III inh 3, Rev-erbA mod 1, PLCg1 inh 0, UHRF1 MBD2 ctr 4, ARFGAP1 inh 6, ASAP1 inh 7, proKLK7 act -0.2, PLCb3 inh -2, DDE Tn7 FP inh -1 and DDE Tn6 FP inh -5.
For C/C=C(\C)CN1CCCC(N(C)CCc2ccc(OC)c(OC)c2)C1 (configuration not stated) the results were sPLA2-III inh -2, Rev-erbA mod -10, PLCg1 inh 3, UHRF1 MBD2 ctr 1, ARFGAP1 inh -9, ASAP1 inh 0, proKLK7 act -0.7, PLCb3 inh -6, DDE Tn7 FP inh -5 and DDE Tn6 FP inh 0.
For O=C1CSC(c2ccccc2[N+](=O)[O-])N1c1ccc(O)cc1 (configuration not stated) the results were sPLA2-III inh -10, Rev-erbA mod -4, PLCg1 inh 1, UHRF1 MBD2 ctr 0, ARFGAP1 inh 12, ASAP1 inh 12, proKLK7 act 0.9, PLCb3 inh 5, DDE Tn7 FP inh 1 and DDE Tn6 FP inh 3.
Screening COc1ccc(OC)c(NC(=O)C2CCCN(S(=O)(=O)c3cccc4nonc34)C2)c1 (configuration not stated) returned sPLA2-III inh -9, Rev-erbA mod -3, PLCg1 inh 1, UHRF1 MBD2 ctr -2, ARFGAP1 inh -5, ASAP1 inh -9, proKLK7 act -0.3, PLCb3 inh 7, DDE Tn7 FP inh -8 and DDE Tn6 FP inh 6.
C[C@H](CO)N1C[C@H](C)[C@@H](CN(C)C(=O)NC2CCCCC2)Oc2ccc(NS(=O)(=O)c3cn(C)cn3)cc2C1=O was read as sPLA2-III inh 1, Rev-erbA mod 1, PLCg1 inh 3, UHRF1 MBD2 ctr 19, ARFGAP1 inh 10, ASAP1 inh -9, proKLK7 act -0.7, PLCb3 inh 3, DDE Tn7 FP inh -5 and DDE Tn6 FP inh 4.

Compound activity as filed in PubChem BioAssay.
